# Compound activity: PubChem BioAssay, several laboratories
# Mtb RmlCD inh: inhibitors of Mycobacterium tuberculosis RmlC and RmlD coupled enzymes. inhibition, % at 3.6 µM. P9WH09+P9WH11. hit rate 0.03% among 160,000. RmlC+RmlD coupled enzyme assay, percent inhibition; primary screen in compound mixtures. AID 1533; in the data active = inhibition mostly above about 34%, no sharp cut-off; inconclusive = no clear call, values can overlap the other calls; inactive = mostly below about 22%; also: some results filed as inactive read as strong as hits
# Target sequence (P9WH09 whole entry, looked up): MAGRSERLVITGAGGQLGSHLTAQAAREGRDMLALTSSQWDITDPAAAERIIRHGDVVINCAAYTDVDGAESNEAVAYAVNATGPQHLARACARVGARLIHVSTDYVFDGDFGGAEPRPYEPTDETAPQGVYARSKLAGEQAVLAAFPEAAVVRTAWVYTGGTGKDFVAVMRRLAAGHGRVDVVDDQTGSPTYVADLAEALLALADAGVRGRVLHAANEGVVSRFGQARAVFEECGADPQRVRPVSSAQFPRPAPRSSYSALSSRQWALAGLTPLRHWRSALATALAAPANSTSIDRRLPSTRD
# Target sequence (P9WH11 whole entry, looked up): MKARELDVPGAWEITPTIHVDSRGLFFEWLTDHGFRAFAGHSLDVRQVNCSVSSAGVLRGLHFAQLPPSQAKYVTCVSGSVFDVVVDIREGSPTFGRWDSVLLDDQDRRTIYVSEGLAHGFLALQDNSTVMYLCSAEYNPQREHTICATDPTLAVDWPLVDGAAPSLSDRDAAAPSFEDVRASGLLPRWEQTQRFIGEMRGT
# GlmU inhibition: inhibition of mycobacterial GlmU enzyme – biochemical, glucosamine-1-phosphate acetyltransferase (AID 1376); inhibition, %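 (tested at 30 µM in the primary screen)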, or IC50 in µM where a hit was titrated; hit rate 0.25% among 220,000; M. tuberculosis GlmU acetyltransferase enzyme assay; higher % means a stronger effect; in the data active = inhibition above about 13%; inconclusive = no clear call, values can overlap the other calls;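 also: 0% = complete reaction with vehicle and 100% = reaction without substrate; strong numbers were not always called active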
# * = called active by the depositor; ? = inconclusive; nt = no result given. The list is partial; rates above refer to the full screens.
SMILES,Mtb RmlCD inh,GlmU inhibition
CCc1cccc(CC)c1NC(=O)COC(=O)c1cccc(-c2ccc(OC(C)=O)cc2)c1,15,-0.9%
Cc1ccc(-n2c(SCC(=O)Nc3ccc4c(c3)OCO4)nnc2-c2cccs2)cc1,5,-2.2%
Cc1ccsc1-c1nc(CSCC(=O)N2CCN(c3ccccc3)CC2)c(C)o1,-5,nt
NC(=O)C[C@@H]1N[C@]2(C(=O)Nc3ccccc32)[C@@H]2C(=O)N(c3cc(C(F)(F)F)ccc3Cl)C(=O)[C@H]12,nt,0.2%
CNC(=O)C(=O)Nc1ccc(C)cc1C,-7,-6.0%
O=C(c1cc(-c2ccc(Cl)cc2)on1)N1CCOCC1,nt,3.2%
CCC(CC)NC(=O)c1cccc([N+](=O)[O-])c1C,7,1.3%
Cc1nc2ccccn2c1C(=O)CSc1ccccc1,3,7.6%
CN(C)S(=O)(=O)c1ccc(Cl)c(-c2nnc3n2CCCCC3)c1,nt,-4.8%
O=[N+]([O-])c1ccc(C=Nc2cccc3ccccc23)s1,16,-2.6%
CCOC(=O)CNC(=O)CSc1nnc(-c2ccccc2OC)n1CC,nt,-0.2%
O=C(CSc1nc2ccc(Cl)cc2[nH]1)Nc1ccc2c(c1)CCC2,5,-0.7%
COn1c(-c2ccccc2)nc2c1CCc1nonc1-2,nt,3.8%
Cn1c(CCc2ccccc2)nnc1SCC(=O)N1CCOCC1,nt,-2.8%
COc1ccc(N2C(=O)CC(N(CCc3ccccc3)C(=O)c3ccccc3)C2=O)cc1 (centres undefined),21,-5.2%
CSCC[C@H](NC(=O)OC(C)(C)C)c1nnc(SCC(=O)Nc2ccc(C)cc2C)o1,nt,5.0%
CN(C)C(CNC(=S)Nc1ccccc1Cl)c1cccnc1 (centres undefined),7,-3.4%
COc1ccccc1OCCCCCc1c(C)n[nH]c1C,nt,6.9%
O=C(CNC1C(=O)Nc2ccccc21)Sc1ccccc1 (centres undefined),39,-0.4%
O=C(NCCOC(=O)C1COc2ccccc2O1)c1cccnc1 (centres undefined),6,0.1%

# 2 of these compounds, reformatted.
compound: COc1ccc(N2C(=O)CC(N(CCc3ccccc3)C(=O)c3ccccc3)C2=O)cc1 (centres undefined)
  Mtb RmlCD inh = 21 | GlmU inhibition = -5.2%

compound: CN(C)C(CNC(=S)Nc1ccccc1Cl)c1cccnc1 (centres undefined)
  Mtb RmlCD inh = 7 | GlmU inhibition = -3.4%

# Remaining list, next part.
SMILES,Mtb RmlCD inh,GlmU inhibition
CNC(=S)N(Cc1ccc2c(c1)OCO2)C1CC(=O)N(c2ccccc2)C1=O (centres undefined),10,2.5%
Cc1cc(C)n(CC(C)Nc2nc3nonc3nc2N2CCCCC2)n1 (centres undefined),7,5.8%
N/C(=N\OC(=O)c1cnn(-c2ccccc2)c1C(F)(F)F)c1ccc(C(F)(F)F)cc1,-29,4.0%
O=C(NCCCN1CCOCC1)c1cccc(S(=O)(=O)N2CCc3ccccc3C2)c1,-9,-1.2%
CCCC1C(=O)N(c2ccccc2)C1c1ccccc1 (centres undefined),6,1.0%
O=C(c1ccc(N2CCN(S(=O)(=O)c3ccccc3)CC2)c([N+](=O)[O-])c1)N1CCOCC1,-2,1.9%
COC(=O)c1cc(-c2ccc(Cl)cc2Cl)n[nH]1,-10,-4.5%
Cc1nc(C)c(Cc2ccccc2Cl)c(=O)[nH]1,nt,1.4%
COc1ccccc1NC(=O)N1CCN(c2ncccn2)CC1,10,-3.2%
O=C(CCSc1ccccc1)Nc1nnc(-c2ccccc2)o1,10,-1.2%
Cc1cc(-c2ccc(Cl)cc2)n2nc(N)nc2n1,1,-3.7%
COc1ccc(C(=O)N2CC=C(c3ccccc3)CC2)cc1S(=O)(=O)N1CCOCC1,-45,?
O=C(CSc1ncnc2nc[nH]c12)c1ccccc1,9,-3.4%
CCCN1CCN(S(=O)(=O)c2ccc(OC)c(Br)c2)CC1,1,4.5%
CN(C)C(=O)c1nnsc1Sc1ccc(Cl)cc1,-9,1.4%
CNC(=O)c1cc2c(=O)n3cccc(C)c3nc2n(C(C)C)c1=N,7,-0.2%
COc1cc(/C=C/C(=O)OCC(=O)N2CCN(C(=O)c3ccco3)CC2)ccc1O,7,1.3%
COc1ccc(N=Nc2c(C)[nH][nH]c2=O)cc1,-13,4.6%
COc1ccccc1N1CCN(C(=O)C2CCC(Cn3c(=S)[nH]c4ccccc4c3=O)CC2)CC1 (centres undefined),nt,-8.3%
COC(=O)c1ccc(CSc2nc3c(c(=O)n2-c2ccc(C)cc2)SCC3)o1,9,3.4%
O=C(NCCc1c[nH]c2ccccc12)/C(=C\c1cccnc1)NC(=O)c1ccccc1Br,5,2.9%
COc1cc(Cl)c(C)cc1NC(=O)c1cc(S(=O)(=O)N(C)C)ccc1N1CCCC1,29,-4.6%
O=C(Nc1ccccc1)c1sccc1Oc1ccc([N+](=O)[O-])cc1F,2,1.4%
Cc1cccn2c(=O)c(C=O)c(N3CCCCCC3)nc12,-10,-2.7%
CC1CN(Cc2cn(C)nc2-c2ccc(Oc3ccccc3)cc2)CCN1C (centres undefined),-4,-1.7%
COc1ccc(C(=O)CNC2=NCCC2)cc1,4,2.5%
Fc1cccc(Cl)c1Cn1nnc2c(NCc3ccccn3)ncnc21,-13,-5.4%
CC(C)c1nnc(N2C(=O)C(O)=C(C(=O)c3cccs3)C2c2ccccc2)s1 (centres undefined),5,-0.7%
C(=C\c1ccccc1)/CSc1nnc(-c2cnccn2)n1Cc1ccco1,nt,-0.3%
CC1(C)CC2(C)OC(=N)C1(C#N)C2(C#N)C#N (centres undefined),6,1.9%
OCCOCCn1c(C2CCCN2c2nc(-c3ccc(F)cc3)cs2)nc2cc(C(F)(F)F)ccc21 (centres undefined),nt,0.7%
CC(C)n1cc(NC(=O)C2CC(c3cccc(Br)c3)=NO2)cn1 (centres undefined),nt,3.8%
CNC(=O)CSc1cn(CC(=O)N(C(C)C)C(C)C)c2ccccc12,-3,-1.2%
CC(C)c1ccc(SCc2noc(C(=O)NCC3CCCO3)c2C(=O)O)cc1 (centres undefined),nt,-2.9%
Cn1c(SC2CCCCC2=O)nnc1-c1ccccc1F (centres undefined),8,-5.9%
Cc1cnn(C(=O)c2oc3ccccc3c2C)c1,-4,-4.4%
O=C(Nc1cccc(Cl)c1)N(Cc1nc2ccccc2c(=O)[nH]1)Cc1cccs1,nt,-0.5%
Cc1cc(Nc2ccc(O)cc2)n2c(nc3ccccc32)c1C#N,0,-1.6%
Cc1cccc(-n2cc(C#N)c(=O)[nH]c2=O)n1,nt,2.9%
Cc1ccc(NC(=S)NNC(=O)c2nnn(-c3ccccc3)c2C)cc1,nt,-1.9%
O=C(Nc1cnc2ccccc2c1)c1cccc(-n2cnnn2)c1,16,-0.5%
Cc1ccc(-c2csc3ncn(Cc4ccc(C(=O)O)cc4)c(=O)c23)cc1C,-6,3.4%
COc1ccc(C(=O)NCC(=O)NCC(=O)OCc2ccc(Br)cc2)cc1,6,-0.4%
O=C(NCCc1ccc(Cl)cc1)Nc1cccc(Cl)c1,-5,1.1%
O=C(CSCc1ccc(Cl)cc1)Nc1nccs1,nt,-1.9%
O=C(c1ccc(C#CC2(O)CCCCC2)cc1)N1CCOCC1,9,4.7%
Cc1cc(Cl)ccc1OCC(=O)NC1CCCC1,nt,-2.5%
Cc1cc(C)cc(C(=O)NN2CCN(C)CC2)c1,nt,-5.5%
O=[N+]([O-])c1cccc(-c2nc(-c3ccccc3)c(-c3cccs3)[nH]2)c1,28,3.3%
O=C(c1cc(=O)c2ccccc2o1)N1CCN(c2ccccc2F)CC1,-10,-4.7%

# Following part:
SMILES,Mtb RmlCD inh,GlmU inhibition
CCOC(=O)C1=C(c2ccccc2)Nc2ncnn2C1c1ccccn1 (centres undefined),-11,-7.5%
COc1cc2c(cc1NC(=O)c1ccncc1)oc1ccccc12,nt,-3.6%
Cc1ccc(COC(=O)c2ccc3c(c2)C(=O)N(CCCN2CCOCC2)C3=O)cc1,15,-1.1%
CC(C)Sc1nc2sc(-c3ccccc3)cc2c(=O)n1N,11,-2.1%
CCSC(=S)Nc1c(C)n(C)n(-c2ccccc2)c1=O,-10,-4.0%
COc1cccc(-c2csc(N3CCN(S(=O)(=O)c4ccc(F)cc4)CC3)n2)c1,-4,5.0%
CCOc1cc(/C=N\O)cc(Cl)c1OCC,nt,-0.5%
CCOC(=O)CN1C(=O)COc2ccc(Cl)cc21,4,5.6%
O=C(NC1CCCC1)c1nc2c(nnn2Cc2ccccc2Cl)c(=O)[nH]1,nt,4.4%
Cn1c(=O)oc2cc(S(=O)(=O)N3CCN(C(=O)c4ccco4)CC3)ccc21,nt,-0.3%
COc1ccc(CNC(C)Cc2cccs2)cc1 (centres undefined),12,-0.8%
CCOC(=O)c1nn(-c2cccc(Cl)c2)c2nc(CC(C)C)c(C#N)c(=O)n12,nt,-3.7%
O=C1C(NS(=O)(=O)c2cccs2)=C(N2CCN(c3ccccc3)CC2)C(=O)c2ccccc21,12,0.0%
O=C(Nc1ccccc1)N1CCCC2CCCCC21 (centres undefined),3,-5.5%
CCOC(=O)c1c(C)n(Cc2ccc(F)cc2)c2ccc(O)cc12,nt,4.2%
CC(C(=O)OCC(=O)c1c(N)n(C)c(=O)n(C)c1=O)N1C(=O)c2ccccc2C1=O (centres undefined),-3,-8.6%
C(=N\N1CCOCC1)/c1cccs1,6,0.5%
Cc1cc2oc(=O)cc(CSc3nnc(C)n3N)c2cc1C(C)C,-1,0.7%
CCOC(=O)Cc1csc(NC(=O)c2cccnc2)n1,19,2.9%
O=C1CN(C(=O)COC(=O)C2CC(=O)N(Cc3ccco3)C2)c2ccccc2N1 (centres undefined),13,-0.4%
c1ccc(-c2csc(N3CCOCC3)n2)cc1,6,4.3%
COc1ccc(/C=C/C(=O)OCC(=O)NCc2ccco2)c(OC)c1,5,3.6%
NC(=O)c1ccccc1-c1nc(-c2ccccc2)no1,5,-0.9%
CCOC(=O)c1c(NC(=O)CCCC(=O)O)sc2c1CCC2,7,-3.3%
CCCS(=O)(=O)N1CCC(C(=O)N2CCC3(CC2)OCCO3)CC1,24,-2.0%
COc1ccc(N(C(=O)c2cccnc2)S(=O)(=O)c2ccc3c(c2)n(C)c(=O)n3C)cc1,nt,2.4%
C#CCCCCCCCCC(=O)NCCCC,-3,-8.6%
CC(=O)c1ccc(N2CCN(CC(=O)N(CC(C)C)c3c(N)n(CC(C)C)c(=O)[nH]c3=O)CC2)cc1,nt,5.9%
Cc1ccccc1NC(=O)NC1(C(=O)N2CCOCC2)CCCCC1,3,-3.5%
CCCC1=C(C(=O)OCC)C(c2ccc(F)cc2)n2ncnc2N1 (centres undefined),-6,6.2%
CC(C)c1nc(NCCO)c2nnn(Cc3ccccc3)c2n1,-15,7.9%
Cc1ccc(C)c(N2CCN(S(=O)(=O)c3cccc4cccnc34)CC2)c1,2,-3.8%
O=C(Nc1cccnc1)c1sc(Nc2ccccc2)nc1-c1ccccc1,-9,4.9%
COc1ccc2c(C)cc3nncn3c2c1,10,1.3%
O=C(CSc1nncs1)NC(=O)NC1CCCC1,-12,-2.8%
O=C(c1ccccc1)N1CCN(c2ccc([N+](=O)[O-])c(NCc3ccco3)c2)CC1,103,-1.0%
Cc1nc(N)c(Br)c(C)c1Br,3,1.3%
COc1ccc(N2CCN(C(=O)CCSCc3ccccc3F)CC2)cc1,13,-3.9%
Cc1nn2c(NCCOCCO)c3c(nc2c1-c1ccccc1)CCCC3,9,-4.0%
O=C(Nc1ccccc1F)c1cc2nc(C(F)F)cc(C(F)F)n2n1,nt,-1.7%
Cc1nc2sc(C(c3ccccc3)N3CCN(c4ccccc4F)CC3)c(O)n2n1 (centres undefined),-11,-1.8%
COc1ccc(CC(=O)Nc2ccc(OC(C)=O)cc2C(=O)O)cc1,-7,2.0%
CCC1CCCCN1Cc1ccc(CNS(=O)(=O)c2ccc3c(c2)oc(=O)n3C)o1 (centres undefined),11,-2.8%
CSc1ccccc1NC(=O)CO/N=C(\C)c1cc2ccccc2o1,-13,-0.8%
Cc1ccc(NC(=O)CCn2cnc3ccccc3c2=O)cc1Cl,nt,-3.7%
CCC(CC)NC(=O)Cc1ccccc1OC,12,-1.4%
C/C(=N\N=C(c1ccccc1)c1ccccc1)c1ccco1,-7,0.1%
Cc1nn(-c2ccccc2)c(Cl)c1C(=O)NCC(C)C,7,4.3%
CCOC(=O)CSc1nnc(CNC(=O)c2ccc(OC)cc2OC)n1-c1ccc(OC)cc1,nt,10%

# Molecules above that have two or more sulfur atoms (12):
SMILES,Mtb RmlCD inh,GlmU inhibition
Cc1ccc(-n2c(SCC(=O)Nc3ccc4c(c3)OCO4)nnc2-c2cccs2)cc1,5,-2.2%
Cc1ccsc1-c1nc(CSCC(=O)N2CCN(c3ccccc3)CC2)c(C)o1,-5,nt
CSCC[C@H](NC(=O)OC(C)(C)C)c1nnc(SCC(=O)Nc2ccc(C)cc2C)o1,nt,5.0%
CN(C)C(=O)c1nnsc1Sc1ccc(Cl)cc1,-9,1.4%
COC(=O)c1ccc(CSc2nc3c(c(=O)n2-c2ccc(C)cc2)SCC3)o1,9,3.4%
CC(C)c1nnc(N2C(=O)C(O)=C(C(=O)c3cccs3)C2c2ccccc2)s1 (centres undefined),5,-0.7%
O=C(CSCc1ccc(Cl)cc1)Nc1nccs1,nt,-1.9%
CC(C)Sc1nc2sc(-c3ccccc3)cc2c(=O)n1N,11,-2.1%
CCSC(=S)Nc1c(C)n(C)n(-c2ccccc2)c1=O,-10,-4.0%
COc1cccc(-c2csc(N3CCN(S(=O)(=O)c4ccc(F)cc4)CC3)n2)c1,-4,5.0%
O=C1C(NS(=O)(=O)c2cccs2)=C(N2CCN(c3ccccc3)CC2)C(=O)c2ccccc21,12,0.0%
O=C(CSc1nncs1)NC(=O)NC1CCCC1,-12,-2.8%
